Assay outcomes: PubChem, National Center for Advancing Translational Sciences (NCATS)
Abeta rescue: compounds reversing amyloid beta toxicity in yeast; yeast expressing A-beta42, growth rescue, OD600, 48 h; response scale: 0% DMSO, 100% iron-clioquinol control; Potency, µM (top dose mostly 46.1 µM), for the others: at the highest dose growth rescue, most hits filed as activators; 410,000 compounds, 0.063% hits; further: potency means the concentration at half of the fitted maximal effect; nearly all actives have a fitted effect of over 55% in size
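Yeast growth medium received pinned compounds, then yeast cells expressing toxic A-beta were added; plates incubated at 30 C for 48 hr. Growth read as absorbance at 600 nm, normalized to DMSO and equimolar FeCl3 plus clioquinol controls.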
PTHR1 ag: activates the human parathyroid hormone receptor PTHR1 | HEK293 GP2 PTHR1 cells, GloSensor cAMP luminescence, 1 h | Potency, µM (doses to about 115 µM), without a hit: top-dose activation, usual class: activators | 410,000 compounds, 0.075% hits | AID 743266; further: potency means the concentration at half of the fitted maximal effect; nearly all actives have a fitted effect of over 55% in size; some results filed as inactive show a strong effect at the top dose; inactives centre near -15; many of its hits are not listed in these tables
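HEK-293-derived GP2 cells expressing PTHR1 and a GloSensor cAMP reporter, 3,000/well, plated overnight, given luciferin plus IBMX (each 0.5 mM as added) for 1 h at 37 °C, then compound for 1 h at 37 °C. Luminescence was read after 15 min at room temperature.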
FUS suppressor: rescues growth of FUS-expressing yeast; S. cerevisiae FUS-expressing, growth rescue, OD600, 24 h; Potency, µM (highest dose often 76.6 µM), for the others: at the highest dose growth rescue (activation), most hits filed as activators; 390,000 compounds, 0.24% hits;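 further: potency means the concentration at half of the fitted maximal effect; plate controls were DMSO vehicle for no effect and reference control for full effect; nearly all actives have a fitted effect of over 55% in size; some results filed as inactive show a strong effect at the top dose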
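Yeast expressing FUS under galactose induction, OD 0.005 in 2% galactose medium; compounds in a dilution series, 24 h at 30C. Growth rescue by absorbance at 600 nm; CP55940 positive control, DMSO negative.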
TDP43 rescue: TDP-43 toxicity inhibition in yeast; TDP-43 expressing yeast growth rescue, BacTiter-Glo, 24 h; Potency, µM (doses to about 46.1 µM), inactives show at the top dose growth rescue (activation), hits mostly activators; 410,000 compounds, 1.8% hits; AID 652104; further: potency means the concentration at half of the fitted maximal effect; % of control where 0% means no effect; nearly all actives have a fitted effect of over 50% in size
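Yeast cells expressing TDP-43 under galactose induction are exposed to compounds for 24 hr at 30 deg C. BacTiter-Glo luminescence measures growth, so protective compounds score as activators.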
GLP-1R agonist: agonists of human GLP-1 receptor; P43220; HEK293 GLP-1R CRE-luciferase, luminescence, 4-6 h; cells express a hypersensitive GLP-1R form; Potency, µM (titrated, usually from 45.6 µM), for the others: at the top dose activation, hits mostly activators; 380,000 compounds, 0.007% hits; further: potency means the concentration at half of the fitted maximal effect; % of control where 0% means no effect
Target sequence (P43220 whole entry, looked up): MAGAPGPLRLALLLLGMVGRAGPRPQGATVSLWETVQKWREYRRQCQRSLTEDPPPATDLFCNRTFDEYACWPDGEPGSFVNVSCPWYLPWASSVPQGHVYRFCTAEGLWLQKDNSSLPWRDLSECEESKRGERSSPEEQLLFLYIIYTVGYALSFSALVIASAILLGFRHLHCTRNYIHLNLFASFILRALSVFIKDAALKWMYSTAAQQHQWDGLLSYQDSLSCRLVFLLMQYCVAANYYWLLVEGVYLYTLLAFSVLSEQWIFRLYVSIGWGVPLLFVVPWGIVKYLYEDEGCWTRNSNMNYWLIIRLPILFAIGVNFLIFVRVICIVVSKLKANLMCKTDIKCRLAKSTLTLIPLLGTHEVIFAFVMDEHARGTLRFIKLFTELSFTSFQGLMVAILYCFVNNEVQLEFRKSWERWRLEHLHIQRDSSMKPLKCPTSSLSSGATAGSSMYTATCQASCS
GLP-1R inv ag: acts as inverse agonist at human GLP-1 receptor; Potency, µM (top dose mostly 38.3 µM), for inactives: at the highest dose activity change, negative = inhibition, most hits filed as inhibitors; HEK293 GLP-1R CRE-luciferase, luminescence, 24 h; GLP-1R form is constitutively active; P43220; 410,000 compounds, 1.6% hits; further: potency means the concentration at half of the fitted maximal effect; on the % scale 0 is the no-effect control and ±100 the full control effect; nearly all actives have a fitted effect of over 55% in size
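Assay principle: reduced luminescence from a cAMP-responsive reporter in HEK293 cells co-expressing a constitutively active GLP-1R. Conditions: 24 hr compound incubation, 37 deg C, 5% CO2.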
Akt phos inh: Akt phosphorylation inhibition; Neuro2A IGF-stimulated pAkt S473 HTRF, 20 min; active compounds read low; activity change, % for hits at 50 µM; 360,000 compounds, 0.32% hits; in the data active means activity change below about -80%; inconclusive means mostly about -51% to -80%; further: on the % scale 0 is the no-effect control and ±100 the full control effect
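Neuro2A cells in DMEM with 0.5% FBS, overnight at 37 deg C, given compound at single 50 µM final, then IGF (6 nM final) for 20 min at 37 deg C. Lysed; phospho-Akt Ser473 by HTRF after 24 h, 665/615 ratio.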
D3 antag: antagonists of human D3 dopamine receptor | P35462 | D3R cells, DiscoveRx beta-arrestin luminescence, antagonist mode; active compounds read low | max response, negative = inhibition, % | 360,000 compounds, 2.5% hits | AID 652054; in the data active means max response below about -50%; inconclusive means no clear call, values can overlap the other calls; further: on the % scale 0 is the no-effect control and ±100 the full control effect; mostly tested at two doses, the higher about 12 µM
Target sequence (P35462 whole entry, looked up): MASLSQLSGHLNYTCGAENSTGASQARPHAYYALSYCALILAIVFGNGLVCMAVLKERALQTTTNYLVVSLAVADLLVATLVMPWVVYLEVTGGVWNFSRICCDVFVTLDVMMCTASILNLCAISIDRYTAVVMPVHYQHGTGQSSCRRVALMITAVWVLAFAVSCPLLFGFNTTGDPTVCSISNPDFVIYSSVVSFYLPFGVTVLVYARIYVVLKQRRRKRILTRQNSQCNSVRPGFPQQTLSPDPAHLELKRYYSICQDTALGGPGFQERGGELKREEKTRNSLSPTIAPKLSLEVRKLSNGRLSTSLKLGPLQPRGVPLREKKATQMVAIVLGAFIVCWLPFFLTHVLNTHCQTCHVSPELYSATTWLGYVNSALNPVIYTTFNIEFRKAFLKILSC
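Cells plated overnight at 1500 cells/well, then exposed to library compounds with dopamine controls for 90 minutes at 37 degrees C. DiscoveRx reagent added for 30–60 minutes at room temperature; luminescence read, quantitative HTS format.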
aSyn rescue: rescues yeast growth from alpha-synuclein toxicity. Yeast expressing alpha-synuclein, growth rescue, BacTiter-Glo, 24 h. Potency, µM (doses to about 46.1 µM), inactives show at the top dose growth rescue (activation), most hits filed as activators. 370,000 compounds, 0.14% hits; further: potency means the concentration at half of the fitted maximal effect; % of control where 0% means no effect; nearly all actives have a fitted effect of over 65% in size
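Rescue of yeast growth: cells expressing toxic alpha-synuclein, induced in galactose at OD600 0.02, incubated with compound 24 h at 30 C. ATP luminescence quantified growth; inhibitors of toxicity appear as activators.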
Starred values were filed as active, the others as inactive; i = inactive; ? = inconclusive; / = no result given; [ ] = another dose, or the depositor's remark. Unless noted, the call rests on the fitted dose curve; in most records, active means well fitted curve in the direction sought with a large enough effect; inconclusive means small, poorly fitted or top-dose-only effect, or another doubt; inactive means no such curve, though single readings can be large; an effect the other way counts as inactive or inconclusive. Only part of the results is shown. The share of hits here may be higher or lower than overall.

entry | SMILES | Akt phos inh | FUS suppressor | GLP-1R inv ag | GLP-1R agonist | PTHR1 ag | aSyn rescue | TDP43 rescue | Abeta rescue | D3 antag
1 | CCOC(=O)c1nc(NCc2ccc(Cl)cc2)c2c(C)noc2n1 | / | 9.0% | -13.9% | / | -28.3% | / | 36.8% | -2.4% | /
2 | CSc1snnc1-c1ccccc1 | i | -2.7% | 15.5% | 9.0% | i | -2.9% | 5.6% | 4.6% | 5.9
3 | CCOc1ccc(C(C(=O)NC2CCCC2)N(C(=O)c2snc(C(N)=O)c2N)c2cccc(O)c2)cc1 (configuration not stated) | i | 40.6% | ? | 9.9% | i | -1.4% | -6.7% | -1.0% | 64.4
4 | O=C(CN(Cc1ccccc1)S(=O)(=O)c1ccc(Br)cc1)NCC1CCCO1 (configuration not stated) | i | 27.1% | -10.5% | 9.3% | -9.8% | 0.8% | 21.9% | 2.2% | -2.8
5 | CCC(CO)Nc1ccn2nc(-c3cccc(Cl)c3)cc2n1 (configuration not stated) | i | 3.8% | -20.8% | 9.3% | -57.4%[inhibitor] | 14.1% | 24.8% | -19.8% | -3.8
6 | CCOC(=O)N1CCN(c2nc3ccccc3nc2C(C#N)C(=O)NCCc2ccccc2)CC1 (configuration not stated) | / | 16.4% | -21.2% | -0.6% | i | -3.4% | -8.4% | 10.1% | 13.6
7 | COc1ccc(NC(=S)N(CCCN2CCC(C)CC2)Cc2cccs2)cc1 | i | 5.2% | ? | 6.3% | i | 0.7% | 5.1% | -4.1% | -58.0*
8 | Cc1cc(NC(=O)CSc2ncnc3ccccc23)no1 | i | -20.4% | 9.4% | 15.0% | 20.1% | -2.8% | 10.9% | -15.7% | -8.1
9 | Cc1ccccc1Cn1cc(NC(=O)c2noc(C(C)C)c2[N+](=O)[O-])cn1 | / | -7.0% | ? | 4.2% | -17.0% | 12.7% | 21.9% | 6.6% | -4.9
10 | COc1ccc(OC)c(S(=O)(=O)Nc2cc(Cl)cc(Cl)c2)c1 | i | 21.4% | 0.0% | 15.1% | i | -1.4% | 19.6% | ? | -5.1
11 | CC(C)CC(=O)OCC(=O)Nc1ccccc1Sc1ccccc1 | i | 6.5% | -14.6% | 5.6% | -24.6% | -3.6% | -10.0% | 0.2% | -21.3
12 | COc1cc(N2C(=O)CSC2=S)cc(OC)c1OC | i | -8.9% | -4.3% | -16.1% | -50.7%[inhibitor] | 0.3% | ? | -33.9%[inhibitor] | 5.6

3 of the compounds above, in transposed form:
(2) CSc1snnc1-c1ccccc1
(7) COc1ccc(NC(=S)N(CCCN2CCC(C)CC2)Cc2cccs2)cc1
(11) CC(C)CC(=O)OCC(=O)Nc1ccccc1Sc1ccccc1
screen / no.	2	7	11
Akt phos inh	i	i	i
FUS suppressor	-2.7%	5.2%	6.5%
GLP-1R inv ag	15.5%	?	-14.6%
GLP-1R agonist	9.0%	6.3%	5.6%
PTHR1 ag	i	i	-24.6%
aSyn rescue	-2.9%	0.7%	-3.6%
TDP43 rescue	5.6%	5.1%	-10.0%
Abeta rescue	4.6%	-4.1%	0.2%
D3 antag	5.9	-58.0*	-21.3

The results go on.
entry | SMILES | Akt phos inh | FUS suppressor | GLP-1R inv ag | GLP-1R agonist | PTHR1 ag | aSyn rescue | TDP43 rescue | Abeta rescue | D3 antag
13 | CCCNC(=O)c1ccc(CN2CCOCC2)cc1 | i | 12.8% | 18.4% | -0.4% | i | 2.0% | 0.0% | -1.7% | 6.5
14 | CN(Cc1ccccc1F)C(=O)c1ccc2c(=O)n3c(nc2c1)CCC3 | i | 10.3% | 13.0% | 10.8% | -20.7% | 2.8% | 11.4% | 5.0% | -18.2
15 | CCC(=O)N1CCc2cc(CNS(=O)(=O)c3ccc(Cl)s3)ccc21 | / | 4.8% | -5.8% | / | -49.3%[inhibitor] | / | 12.6µM* | 3.2% | /
16 | O=C(O)CCCC(=O)Nc1ccc(N=Nc2ccccc2)cc1 | i | -33.3% | 1.9% | -1.1% | -13.5% | 1.1% | -10.6% | 0.9% | -4.5
17 | Cc1sc2ncn(CC(=O)N(C)c3ccc(Br)cc3)c(=O)c2c1S(=O)(=O)N1CCC(C)CC1 | / | -4.8% | 9.6% | 1.0% | -35.1%[inhibitor] | / | 6.8% | -3.8% | /
18 | Nc1nonc1N1CCCCC1 | i | 15.3% | 0.0% | -7.8% | i | 0.3% | 14.6% | 7.8% | -15.4
19 | CCOc1ccc(N=CNc2ccc(OCC)cc2)cc1 | i | -4.8% | -14.5% | 18.2% | i | 8.4% | -3.4% | 6.2% | -23.0
20 | COc1cccc(NS(=O)(=O)c2cc(C)sc2C)c1 | i | -1.4% | -31.2% | 0.3% | -24.1% | 20.4% | 20.3% | 6.0% | 24.2
21 | Cc1cccc(C)c1NC(=O)c1nc(S(=O)(=O)Cc2ccccc2)ncc1Cl | i | -8.4% | ? | -0.3% | -19.7% | 18.7% | 10µM* | -38.3%[inhibitor] | -63.8*
22 | O=[N+]([O-])c1ccccc1/C=N/n1c(C(F)(F)F)n[nH]c1=S | i | -1.9% | 7.3% | 0.5% | -27.8% | 2.9% | 8.5% | -26.3% | -2.1
23 | CCOc1ccc(/C=N/NC(=O)C(OC)c2ccccc2)cc1 (configuration not stated) | i | 10.7% | 17.6% | 21.6% | i | -2.1% | -7.7% | 8.9% | -5.5
24 | COCCCn1c(=O)c2ccccc2n(CC(=O)Nc2ccc3c(c2)OCCO3)c1=O | i | -1.5% | 1.3% | 6.7% | i | -23.3% | -2.9% | -1.5% | -7.5
25 | COc1ccc(C(O)c2ncc(-c3ccccc3Cl)[nH]2)cc1F (configuration not stated) | / | -2.3% | -20.7% | 5.5% | 15.3% | 1.6% | 4.2% | -18.7% | 12.3
26 | COC(OC)c1ccc(C#N)c(SCc2ccc(C)cc2)n1 | i | 18.5% | ? | 14.6% | -3.7% | 8.3% | 0.0% | 13.1% | -15.8
27 | N#Cc1nc(-c2ccc(COc3ccc(Cl)cc3)o2)oc1N1CCC(C(N)=O)CC1 | / | -11.9% | -12.8% | / | -23.0% | / | 12.9% | 15.4% | /
28 | Cc1ccc(C)c(N2CCN(C(=O)CCC(=O)Nc3nnc(CC(C)C)s3)CC2)c1 | i | -26.2% | 2.0% | -2.7% | -18.1% | 1.0% | 1.1% | 1.2% | 5.0
29 | O=C(CN(c1cccc([N+](=O)[O-])c1)S(=O)(=O)c1ccccc1)NCc1ccccc1 | i | / | ? | 10.4% | i | -1.2% | 11.0% | -11.7% | -9.5
30 | Cc1ccc(NC(=O)CCc2ccc(C)o2)cc1 | i | 1.4% | -0.1% | -1.0% | i | -6.5% | 7.4% | -0.5% | 7.6
31 | Cc1ccc(C(=O)Oc2cc(C)[nH]c(=O)c2[N+](=O)[O-])cc1 | i | -3.4% | 9.1% | 4.0% | i | 0.7% | -16.1% | 8.1% | -2.6
32 | COc1ccc(CN(C)C(=O)[C@H]2O[C@@H](n3ccc(N)nc3=O)[C@H](O)[C@@H]2O)cc1OC | i | -17.2% | 2.8% | -3.4% | -19.9% | ? | 22.4% | -17.8% | -24.1
33 | O=C(Nc1ccc(NC(=O)c2ccccc2Cl)nc1)c1ccncc1 | i | -18.3% | 40.1%[activator] | -1.1% | -30.6%[inhibitor] | 3.3% | 2.2% | -11.1% | -9.5
34 | Cc1ccccc1CC1SC(N)=NC1=O (configuration not stated) | i | -14.8% | 15.4% | -6.5% | i | -5.2% | 5.4% | 16.7% | 7.9
35 | Cn1c(-n2c(CCCN3C(=O)c4ccccc4C3=O)nc3ccccc3c2=O)nc2ccccc21 | i | -26.2% | -0.9% | -0.8% | -34.6%[inhibitor][57.5 µM] | 11.9% | 18.5% | 10.4% | -6.7
36 | CCCC(=O)Nc1cc(C)c(O)c(-c2nc3ncccc3o2)c1 | / | 2.4% | -0.3% | 0.0% | -3.3% | / | 0.0% | -3.0% | /
37 | Cc1nc2c(C)cccn2c(=O)c1NC(=O)c1cccc2ccccc12 | i | 18.5% | 11.4% | -0.6% | -31.1%[inhibitor] | -3.8% | 27.4% | -1.3% | 26.4
38 | Cc1ccccc1/C=N/n1c(COc2ccccc2)n[nH]c1=S | i | 14.6% | 2.4% | 7.6% | i | -3.6% | 2.9% | 1.8% | -7.8
39 | Cc1ccc(C(=O)COC(=O)c2cc(C)no2)c(C)c1 | i | 13.8% | 8.9% | 13.0% | i | 0.8% | -9.7% | 7.9% | 4.2
40 | Cc1cccc(NC(=O)CN2c3ccccc3S(=O)(=O)c3ccccc32)c1C | / | 14.2% | -19.1% | / | i | / | 4.1% | -7.4% | /
41 | O=C(CNC(=O)c1ccc(Cl)cc1)NCC(F)(F)F | i | -20.7% | 7.5% | -9.8% | -0.3% | 3.9% | 1.0% | 5.6% | -3.1
42 | CN1CCN(c2nc3c(c(=O)[nH]c(=O)n3C)n2Cc2cccc(Br)c2)CC1 | i | -22.5% | 6.8% | 11.1% | i | 2.1% | 1.7% | -5.0% | -3.9
43 | COCCOC(=O)C1=C(C)NC2=C(C(=O)CC(C)(C)C2)C1c1cccnc1 (configuration not stated) | -108.0%* | -2.8% | 2.3% | -1.8% | -13.8%[57.5 µM] | 2.4% | 0.1% | 6.6% | -28.6
44 | CCn1c(SCc2ccc(F)cc2)nc2c(c1=O)SCC2 | i | 4.5% | -16.0%[7.66 µM] | -0.4% | -24.5% | -0.3% | 17.8µM* | 2.6% | 16.6
45 | CCc1ccccc1N(C)S(=O)(=O)c1cc(-c2cc(C)no2)ccc1OC | i | 4.6% | ? | 9.9% | -14.5% | 5.2% | 3.5% | 12.1% | -18.3
46 | CC1=C(C)N(C)[C@H](c2ccccc2Br)[C@H](O)C1=O | i | -13.0% | 10.7% | 1.0% | -12.6% | -0.6% | -14.4% | -1.4% | 0.0
